CHO-K1 Ca antag: M1 antagonist counterscreen hit in parental CHO-K1 cells; ATP-induced calcium, Fluo-8 fluorescence; inhibition, % at 3 µM; 0.6% of 360,000 active; AID 602250;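 active = inhibition above a per-plate cutoff, the plate's mean sample inhibition plus 3 SD, cut at about 24% in these data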;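 also: 0% = DMSO plus EC80 ATP and 100% = DMSO alone without ATP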
TAAR1 antag: antagonists of human TAAR1. Q96RJ0. CHO RD-HGA16 TAAR1, Fluo-8 calcium fluorescence, antagonist. inhibition, % at 3 µM. 1.5% of 360,000 active;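 active = inhibition above a per-plate cutoff, the mean inhibition of test compounds on that plate plus 3 SD, cut at about 49% in these data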;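 also: 0% = DMSO plus EC80 beta-PEA response and 100% = DMSO alone without agonist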
Target sequence (Q96RJ0 whole entry, looked up): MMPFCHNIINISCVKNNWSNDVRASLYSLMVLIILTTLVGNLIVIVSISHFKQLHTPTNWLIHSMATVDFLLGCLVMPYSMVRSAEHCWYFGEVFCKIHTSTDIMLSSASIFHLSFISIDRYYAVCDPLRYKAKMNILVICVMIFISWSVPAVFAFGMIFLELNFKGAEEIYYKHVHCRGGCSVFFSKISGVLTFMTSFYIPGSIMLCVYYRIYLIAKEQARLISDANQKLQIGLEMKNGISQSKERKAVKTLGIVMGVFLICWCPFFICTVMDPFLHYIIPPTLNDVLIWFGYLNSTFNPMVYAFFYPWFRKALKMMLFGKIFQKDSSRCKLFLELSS
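Material: CHO RD-HGA16 cells bearing hTAAR1; compound dosing: one-point dosing, 3 µM nominal final; schedule: dye loading 75 min at 37 °C, then 30 min room temperature; measured by: calcium fluorescence with Fluo-8; control set: vehicle and agonist controls; replication: n of 1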
CHO parental Ca: counter-screen for OX1R antagonists: effect in parental CHO cells; parental CHO-K1, ATP-induced calcium, Fluo-8 fluorescence; inhibition, % at 5.6 µM; 0.63% of 330,000 active;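 active = inhibition above that plate's mean sample inhibition plus 3 SD, cut at about 26% in these data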;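 also: 0% = ATP-challenged DMSO wells and 100% = DMSO wells without ATP; some compounds past the cut are filed as inactive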
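Assay system: parental CHO cells; Read-out basis: percent inhibition of ATP-evoked calcium rise, normalized to controls; Benchmarks: ATP and no-ATP DMSO wells; Compound dosing: single nominal dose of 5.6 µM per compound; Signal: Fluo-8 calcium dye fluorescence; Also added: ATP as calcium-mobilizing challenge; Repeats: singlicate.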
TAAR1 agonist: agonists of human TAAR1 | CHO RD-HGA16 TAAR1, Fluo-8 calcium fluorescence; vehicle wells 0%, saturating PEA agonist 100% | AID 624467 | Q96RJ0 | activation, % at 3 µM | 0.99% of 360,000 active;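 active = activation above the mean activation of all test compounds in the run plus 3 SD, cut at about 38% in these data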
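Benchmarks: low control DMSO, high control PEA (EC100); System: CHO RD-HGA16 cells carrying human TAAR1 plus Gα16; Detection: Fluo-8 fluorescence, 5 s baseline then 140 s kinetic read; Schedule: 17-24 h plating, Fluo-8 75 min 37 °C, 30 min RT; Read-out basis: % activation from peak over basal fluorescence ratio, DMSO-to-PEA scaled.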
CHRM1 agonist: agonists of human M1 muscarinic receptor | CHO-K1 hM1, Fluo-8 calcium fluorescence, agonist mode; 0% DMSO, 100% acetylcholine EC100 | 0.33% of 360,000 active | activation, % at 3 µM | P11229 | AID 588814;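 active = activation above the run's mean compound activation plus 3 SD, cut at about 16% in these data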;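 also: peak over basal fluorescence ratio within a 140 s kinetic read after compound addition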
CHO-K1 Ca PAM: counter-screen for M1 PAMs: effect in parental CHO-K1 cells; ATP EC20, Fluo-8 calcium fluorescence; 0% at ATP EC20, 100% at ATP max; activation, % at 3 µM; 0.02% of 360,000 active;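 active = activation above the run cutoff, the mean activation of all test compounds plus 3 SD, cut at about 40% in these data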;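 also: peak over basal fluorescence ratio in a 140 s read after ATP addition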
M1 ag parental: M1 agonist counterscreen hit in parental CHO-K1 cells; AID 602248; Fluo-8 calcium fluorescence; scaled to maximal ATP response, vehicle zero; 0.48% of 360,000 active; activation, % at 3 µM; in the data active = activation above about 15%;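 also: untransfected CHO-K1 host cells lacking M1 receptor as counterscreen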
OXTR potentiator: potentiators of human oxytocin receptor. P30559. CHO-OTR cells, Fluo-8 calcium fluorescence, potentiator mode; 0% = oxytocin EC15, 100% = EC100. activation, % at 3 µM. 0.061% of 320,000 active. AID 2445;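 active = activation above that plate's cutoff, the mean activation of tested compounds plus 3 SD, cut at about 6.6% in these data, passing the limit was not always enough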;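 also: 100% uses oxytocin at 75 nM as the full agonist control; some results filed as inactive read as strong as hits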
Target sequence (P30559 whole entry, looked up): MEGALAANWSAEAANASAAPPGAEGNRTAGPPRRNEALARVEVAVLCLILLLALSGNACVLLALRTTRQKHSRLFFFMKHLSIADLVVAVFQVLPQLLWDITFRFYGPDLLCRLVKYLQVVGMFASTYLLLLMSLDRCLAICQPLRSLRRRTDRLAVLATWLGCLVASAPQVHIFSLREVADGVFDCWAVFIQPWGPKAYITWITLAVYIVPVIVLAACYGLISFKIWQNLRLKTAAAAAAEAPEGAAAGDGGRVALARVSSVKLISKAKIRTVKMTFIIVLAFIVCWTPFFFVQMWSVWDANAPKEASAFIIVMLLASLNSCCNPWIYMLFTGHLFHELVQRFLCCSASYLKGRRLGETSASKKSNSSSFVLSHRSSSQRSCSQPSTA
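Assay system: CHO-OTR cells, human receptor / Also added: oxytocin at about EC15, sub-maximal agonist stimulus / Dosing: single dose, 3.0 µM nominal final compound concentration / Incubation: 6 min pre-incubation, 100 s read / Technique: Fluo-8 calcium dye fluorescence / Read-out: % activation vs EC15 and EC100 oxytocin / Benchmarks: EC15 oxytocin low, 75 nM oxytocin high / Replicates: singlicate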
M1 antag: antagonists of human M1 muscarinic receptor; inhibition, % at 3 µM; CHO-K1 hM1, Fluo-8 calcium fluorescence, ACh EC80 antagonist; AID 588852; P11229; 1.3% of 360,000 active;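 active = percent inhibition above its own plate's cutoff, namely the mean of that plate's compound wells plus 3 SD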;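 also: peak over basal fluorescence ratio during 140 s after agonist addition; 0% = ACh EC80 plus DMSO and 100% = DMSO alone without agonist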
Active calls of the source: *; nt = no result given.

1. CCN(CC)C(=O)c1cccc(-c2csc(C(O)(c3ccccc3)C(F)(F)F)n2)c1 (stereo not drawn)
2. O=C1C2C3C=CC(C4CC34)C2C(=O)N1/N=C/c1ccc(-c2cccc([N+](=O)[O-])c2)o1 (stereo not drawn)
3. Cc1ccc(C(=O)OCC(=O)NCc2ccc(Cl)cc2)s1
4. Cc1cccc(NC(=O)C(Cc2ccccc2)c2nn[nH]n2)c1C (stereo not drawn)
5. CCOc1ccc(NC(=O)CN(C)C(=O)c2cc(-c3ccncc3)nc3ccccc23)cc1OCC
6. O=C1OC2(CCCCC2)OC(=O)C1=CNc1ccc2c(c1)OCO2
7. CC1(C(=O)c2ccccc2)C2c3c(ccc4ccccc34)OC(=O)C21C(=O)N1CCOCC1 (stereo not drawn)
8. CC(=O)Nc1ccc(C(=O)CN2C(=O)NC3(CCCc4ccccc43)C2=O)c(F)c1 (stereo not drawn)
9. O=C(Nc1ccccc1)NC1(C(=O)NCc2ccc3c(c2)OCO3)CCCCC1
10. CCOC(=O)c1ccccc1NC(=O)COC(=O)c1ccc(OCC(=O)N2CCOCC2)c(OCC)c1

assay / entry | 1 | 2 | 3 | 4 | 5 | 6 | 7 | 8 | 9 | 10
CHO-K1 Ca antag | -9.7 | 14.4 | -9.2 | 2.0 | -10.7 | -6.8 | -9.3 | 2.1 | -8.7 | -5.7
M1 antag | -7.0 | 20.4 | -22.5 | -8.1 | 22.9 | 3.6 | -3.2 | 0.7 | -1.6 | -1.8
OXTR potentiator | nt | -7.6 | nt | -6.0 | -7.3 | -2.7 | -6.0 | 1.0 | -10.1 | nt
CHO parental Ca | nt | 1.5 | nt | -6.9 | -17.8 | -8.9 | -27.4 | -10.3 | -20.0 | nt
M1 ag parental | 4.8 | 2.5 | 2.0 | -0.1 | 5.6 | 0.2 | 0.2 | 9.2 | 0.2 | 1.4
CHRM1 agonist | -3.4 | -5.1 | -4.6 | -0.9 | -2.1 | -4.9 | -0.4 | 1.3 | -5.3 | -0.6
TAAR1 antag | 23.6 | 36.6 | 6.8 | -15.0 | 66.8* | 2.1 | -7.5 | 7.2 | -4.1 | 26.3
CHO-K1 Ca PAM | 14.0 | -11.0 | 14.3 | -2.3 | 5.9 | -2.8 | 11.8 | 5.4 | -0.7 | -11.9
TAAR1 agonist | 2.1 | 20.6 | 0.1 | 2.9 | 8.4 | 13.5 | 10.8 | 7.8 | 4.2 | 16.7

11. COc1ccc(CC(=O)N(Cc2ccccc2)C(C)C)cc1
12. CCN(CC)S(=O)(=O)c1ccc2oc(C(=O)NC3CC3)c(C)c2c1
13. CCOC(=O)c1c(S(=O)(=O)NCC(=O)Nc2cc(C)ccn2)c(C)n(C)c1C
14. COc1ccc(CN2CCN(S(=O)(=O)c3ccc(C)cc3)CC2)cc1Br
15. Cc1ccccc1C(=O)Oc1ccccc1N1C(=O)C2CC=CCC2C1=O (stereo not drawn)
16. O=C1C(Cc2ccccc2)SC(=Nc2ccccc2)N1c1ccccc1 (stereo not drawn)
17. CC1CCCC(C)N1C(=O)COC(=O)c1nn(C)c(=O)c2ccccc12 (stereo not drawn)
18. O=C(C[C@H]1C/C=C\C[C@H](NC(=O)OCC2c3ccccc3-c3ccccc32)C(=O)O[C@H](c2ccccc2)CNC1=O)N[C@H](CO)Cc1ccccc1
19. COc1ccc(OCC(=O)Nc2ccc3c(c2)nc(CN2CCCC2)n3C)cc1
20. COc1ccccc1NS(=O)(=O)c1ccc(C)c(NC(=O)C2CCCO2)c1 (stereo not drawn)

assay / entry | 11 | 12 | 13 | 14 | 15 | 16 | 17 | 18 | 19 | 20
CHO-K1 Ca antag | -10.5 | -9.8 | -12.6 | -13.6 | -8.7 | -1.4 | -1.2 | 15.1 | -1.6 | -7.6
M1 antag | -19.8 | 11.1 | -13.2 | 1.5 | -4.1 | 0.5 | -10.1 | 5.0 | -1.7 | -10.8
OXTR potentiator | -1.8 | -1.1 | -11.1 | -5.3 | -6.4 | -11.6 | -4.0 | -6.8 | -14.6 | -5.8
CHO parental Ca | -11.0 | -9.4 | -10.7 | -21.4 | -23.8 | -21.7 | -11.3 | -9.2 | -20.5 | -8.2
M1 ag parental | 0.6 | 2.2 | 0.2 | 1.0 | 0.9 | 0.4 | 2.7 | -0.4 | 0.2 | 0.6
CHRM1 agonist | -5.1 | -2.9 | -5.0 | -6.0 | -1.1 | -4.5 | -0.6 | 0.6 | -5.0 | -2.9
TAAR1 antag | -16.1 | 10.8 | -22.2 | 3.5 | -0.6 | 0.8 | -15.6 | nt | 1.4 | -7.8
CHO-K1 Ca PAM | 21.3 | -14.2 | 10.6 | 15.3 | 19.9 | 0.8 | 0.9 | -17.5 | -1.0 | -12.3
TAAR1 agonist | 0.1 | 0.4 | 1.5 | 2.0 | 2.0 | -0.9 | 2.8 | nt | 1.9 | 25.2

Entries from the list above containing an aryl methoxy group, in the order listed:
11. COc1ccc(CC(=O)N(Cc2ccccc2)C(C)C)cc1
14. COc1ccc(CN2CCN(S(=O)(=O)c3ccc(C)cc3)CC2)cc1Br
19. COc1ccc(OCC(=O)Nc2ccc3c(c2)nc(CN2CCCC2)n3C)cc1
20. COc1ccccc1NS(=O)(=O)c1ccc(C)c(NC(=O)C2CCCO2)c1 (stereo not drawn)

assay / entry | 11 | 14 | 19 | 20
CHO-K1 Ca antag | -10.5 | -13.6 | -1.6 | -7.6
M1 antag | -19.8 | 1.5 | -1.7 | -10.8
OXTR potentiator | -1.8 | -5.3 | -14.6 | -5.8
CHO parental Ca | -11.0 | -21.4 | -20.5 | -8.2
M1 ag parental | 0.6 | 1.0 | 0.2 | 0.6
CHRM1 agonist | -5.1 | -6.0 | -5.0 | -2.9
TAAR1 antag | -16.1 | 3.5 | 1.4 | -7.8
CHO-K1 Ca PAM | 21.3 | 15.3 | -1.0 | -12.3
TAAR1 agonist | 0.1 | 2.0 | 1.9 | 25.2

Remaining list, next part.
21. COc1ccc(CNS(=O)(=O)c2ccc(-c3ccc(=O)[nH]n3)o2)cc1
22. CC(OC(=O)c1nsc(Cl)c1Cl)C(=O)NCc1ccco1 (stereo not drawn)
23. O=C(NCCCN1CCCC1=O)c1ccc2c(=O)n(-c3ccccc3F)c(=S)[nH]c2c1
24. COc1ccc(C2C(C(C)=O)=C(O)C(=O)N2c2nc3ccccc3s2)cc1OC (stereo not drawn)
25. O=C(CCC(=O)N(Cc1ccco1)C(C(=O)NC1CCCC1)c1ccncc1)Nc1cccnc1 (stereo not drawn)
26. Cc1cc(Oc2cccc3c2S(=O)(=O)N(C2CCCC2)CC(COCc2ccccc2)O3)cc(C)c1C (stereo not drawn)
27. C[C@@H]1CN([C@H](C)CO)C(=O)CCCn2cc(nn2)CO[C@H]1CN(C)C(=O)Nc1cccc2ccccc12
28. OC(c1ccc2c(c1)OCO2)c1nccc2ccccc12 (stereo not drawn)

assay / entry | 21 | 22 | 23 | 24 | 25 | 26 | 27 | 28
CHO-K1 Ca antag | -5.4 | -11.6 | -12.2 | -1.0 | -5.6 | -10.2 | -1.5 | -13.7
M1 antag | 1.4 | -1.4 | 9.8 | 0.7 | -5.1 | -6.3 | -2.8 | -14.2
OXTR potentiator | -1.1 | -4.7 | -14.1 | -5.1 | 1.6 | nt | nt | -6.8
CHO parental Ca | 2.3 | -17.3 | -9.4 | -5.5 | -4.5 | nt | nt | -5.8
M1 ag parental | 0.4 | 0.2 | 0.4 | 0.8 | 0.7 | 0.5 | 0.0 | 0.4
CHRM1 agonist | -2.9 | -2.7 | -5.3 | -0.1 | -3.5 | -3.9 | -2.0 | -5.4
TAAR1 antag | -9.2 | -9.4 | -13.7 | 4.2 | 3.1 | -7.7 | 1.1 | -0.5
CHO-K1 Ca PAM | -8.3 | 7.7 | -2.6 | 10.1 | 17.1 | 12.9 | 3.1 | 12.3
TAAR1 agonist | 0.6 | 5.0 | 0.7 | 8.8 | 1.2 | -0.1 | 0.7 | 13.3

3 of the compounds above, with two lines to a compound.
Fields – CHO-K1 Ca antag	M1 antag	OXTR potentiator	CHO parental Ca	M1 ag parental	CHRM1 agonist	TAAR1 antag	CHO-K1 Ca PAM	TAAR1 agonist
21. COc1ccc(CNS(=O)(=O)c2ccc(-c3ccc(=O)[nH]n3)o2)cc1
  -5.4	1.4	-1.1	2.3	0.4	-2.9	-9.2	-8.3	0.6
22. CC(OC(=O)c1nsc(Cl)c1Cl)C(=O)NCc1ccco1 (stereo not drawn)
  -11.6	-1.4	-4.7	-17.3	0.2	-2.7	-9.4	7.7	5.0
23. O=C(NCCCN1CCCC1=O)c1ccc2c(=O)n(-c3ccccc3F)c(=S)[nH]c2c1
  -12.2	9.8	-14.1	-9.4	0.4	-5.3	-13.7	-2.6	0.7

Compound activity from PubChem BioAssay.
